APP transl inh: inhibitors of APP translation via 5'UTR reporter, primary screen, APP 5'UTR luciferase, SH-SY5Y cells; SH-SY5Y APP 5'UTR-luciferase reporter, luminescence; inhibition, % at 2 µM; actives 0.82% (n = 190,000); AID 1285, 2008;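 active = inhibition above a set limit, derived from the sample mean plus 3 SD, cut at about 45% in these data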; note: values of inactives mirror those of a sister screen read the other way
STAT1 blocker: STAT1 signaling inhibitors, primary screen, cell-based, HTS, luciferase reporter; NIH 3T3 STAT1-luciferase reporter, IFN-gamma, luminescence; inhibition, % at 5.5 µM; actives 0.35% (n = 200,000); AID 920, 2007;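 active = inhibition above a set limit, the mean inhibition across all tested compounds plus 3 SD, cut at about 34% in these data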;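 note: 0% = IFN-gamma with DMSO and 100% = IFN-gamma with 300 µM nifuroxazide; values of inactives mirror those of a sister screen read the other way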
STAT3 blocker: IL-6 driven STAT3 reporter inhibitors, primary screen, U3A cells, luciferase, luminescence, MLSCN library | actives 0.89% (n = 190,000) | IL-6 STAT3-luciferase reporter; host cell line lacks STAT1 | AID 862, 2007 | inhibition, % at 5.5 µM;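 active = inhibition above the mean inhibition across all screened compounds plus 3 SD, cut at about 44% in these data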;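 note: 0% = DMSO only wells and 100% = 100 µM nifuroxazide control wells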
APP 5'UTR act: activators of APP 5'UTR luciferase reporter, primary screen, SH-SY5Y cells. SH-SY5Y APP 5'UTR luciferase reporter, luminescence; zero percent = DMSO vehicle wells. activation, % at 2 µM. actives 1% (n = 190,000). AID 1276, 2008;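 active = activation above a set limit, based on mean plus 3 SD of controls, cut at about 140% in these data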; note: values of inactives mirror those of a sister screen read the other way
FLuc stim CS: FLuc activators, initial screening, artefact control for FLuc-dependent activation tests, biochemical, ATPlite luminescence; ATPlite luciferase biochemical, 10 min; 0 = ATP-free wells, 1 = DMSO control; activation factor at 10 µM; 200,000 tested, under 10 active;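 active = luciferase activation factor, scaled between plate controls, of at least 2 with compound at 10 µM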
Target sequence (P08659 whole entry, looked up): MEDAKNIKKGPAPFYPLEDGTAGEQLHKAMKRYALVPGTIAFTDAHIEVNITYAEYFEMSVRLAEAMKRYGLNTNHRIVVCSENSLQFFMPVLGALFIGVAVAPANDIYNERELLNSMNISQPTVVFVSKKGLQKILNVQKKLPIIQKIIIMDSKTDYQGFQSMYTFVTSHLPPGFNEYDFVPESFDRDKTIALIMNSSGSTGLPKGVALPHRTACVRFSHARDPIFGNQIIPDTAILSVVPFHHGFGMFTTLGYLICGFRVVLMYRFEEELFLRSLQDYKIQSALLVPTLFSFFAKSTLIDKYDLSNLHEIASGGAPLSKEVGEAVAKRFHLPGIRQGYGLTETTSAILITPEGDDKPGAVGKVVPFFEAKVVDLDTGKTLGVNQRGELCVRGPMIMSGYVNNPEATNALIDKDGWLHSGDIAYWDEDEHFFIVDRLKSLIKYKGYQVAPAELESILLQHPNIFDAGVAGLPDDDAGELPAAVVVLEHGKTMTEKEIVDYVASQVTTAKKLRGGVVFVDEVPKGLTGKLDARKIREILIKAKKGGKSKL
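Assay system: Luciferase/luciferin detection reagent, cell-free biochemical luciferase assay / Read-out: luciferase activation / Benchmarks: No-ATP low control, compound-free enzyme-plus-ATP high control / Medium: PBS buffer for ATP / Detection: luminescence measurement of luciferase light output / Schedule: 10 min at ambient temperature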
NF-kB expr up: activators of NF-kB expression in neurons, primary screen, cell-based, HTS. human neuronal cells, NF-kB reporter expression; active compounds read high. fold change at 12.5 µM. actives 1.6% (n = 190,000). AID 1239, 2008; in the data active = fold change above about 3.3
STAT3 act: IL-6 driven STAT3 reporter potentiators, primary screen, U3A cells, luciferase, luminescence, MLSCN library; actives 0.91% (n = 190,000); activation (% of control), % at 5.6 µM; IL-6 STAT3-luciferase reporter; 100% = signal with IL-6 EC80 alone; AID 871, 2007;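 active = activation above the screen-wide mean of compound activation plus 3 SD, cut at about 130% in these data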;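 note: 0% = background luminescence of wells with medium and substrate only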
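Test system: human U3A cells carrying STAT3-luciferase construct; control set: IL-6-only wells as 100% reference; timing: compound pre-incubation 1 h before IL-6, then 6 h stimulation at 37 °C; also added: IL-6 stimulus at 33 ng/mL final; evaluation: % activation versus median of IL-6-stimulated wells; detection: reporter luminescence signal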
ROMK primary: ROMK potassium channel modulators, primary screen, cell-based, thallium flux, MLSMR library; ATP-sensitive inward rectifier potassium channel 1 (Homo sapiens), P48048; actives 2% (n = 130,000); Tet-inducible ROMK, thallium flux fluorescence; actives lie on both sides; AID 1918, 2009; B-score at 10 µM;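 active = signal ratio slope over the read window, or its plate-corrected B-score, at least 3 SD from the plate mean, either direction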;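 note: B-score of the F/F0 ratio slope over 7 to 12 s after thallium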
Target sequence (P48048 whole entry, looked up): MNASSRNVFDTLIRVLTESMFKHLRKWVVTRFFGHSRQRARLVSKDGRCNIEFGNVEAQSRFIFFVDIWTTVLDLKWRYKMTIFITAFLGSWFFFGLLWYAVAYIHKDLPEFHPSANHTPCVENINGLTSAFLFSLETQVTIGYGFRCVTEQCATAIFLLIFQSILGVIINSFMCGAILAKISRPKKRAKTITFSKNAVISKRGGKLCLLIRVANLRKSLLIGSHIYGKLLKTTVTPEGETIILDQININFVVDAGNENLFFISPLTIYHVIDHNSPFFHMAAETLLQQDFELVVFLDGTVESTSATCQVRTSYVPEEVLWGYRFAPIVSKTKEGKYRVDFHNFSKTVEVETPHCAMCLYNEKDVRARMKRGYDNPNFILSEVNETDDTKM
STAT1 act: STAT1 signaling activators, primary screen, cell-based, HTS, luciferase reporter. actives 2.6% (n = 200,000). NIH 3T3 STAT1-luciferase reporter, IFN-gamma, luminescence; 100% = IFN-gamma alone, no compound. AID 932, 2007. activation (% of control), % at 5.5 µM;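 active = activation above the screen-wide mean activation plus 3 SD, cut at about 130% in these data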;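 note: raw ratio to IFN-gamma control signal so 100% means no change and 0% no light; values of inactives mirror those of a sister screen read the other way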
FLuc inh counter: firefly luciferase enzyme inhibitors, primary screen, artefact control for luciferase-based inhibitor screens, biochemical, luminescence, ATPLite; actives 1.5% (n = 200,000); Luciferin 4-monooxygenase (Photinus pyralis), P08659; AID 1006, 2008; inhibition, % at 10 µM; 10 min;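 active = inhibition above about 50% when tested at 10 µM, limit read from the data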
* hit, by the source's call; nt = no result given.

SMILES	APP transl inh	STAT1 blocker	STAT3 blocker	APP 5'UTR act	FLuc stim CS	NF-kB expr up	STAT3 act	ROMK primary	STAT1 act	FLuc inh counter
Nc1nc2n(n1)C(c1cccc(Cl)c1)CC(c1ccc(F)cc1)N2 (configuration not stated)	3	-3	0	-3	1	1	104	nt	103	-4
CC1(C)CCC(=O)N(c2ccccc2)C1=O	-15	15	4	15	1.1	1	96	-1.1	86	-6
Cc1cccc(NC(=O)Cn2nc(C(F)(F)F)cc2C2CC2)c1	-3	1	-2	3	0.9	1.3	102	1.2	99	7
COC(=O)COc1ccc(C(=O)OC)cc1	-4	-3	4	4	1.1	1.1	99	nt	103	-5
O=[N+]([O-])c1cccc(/C=N/N2CCN(c3ccccn3)CC2)c1	-37	-6	2	37	1	1.8	95	nt	106	4
CCn1c(CCNC(=O)c2cccs2)nnc1SCC(=O)NC1CCCCC1	-27	4	1	27	1	0.77	103	nt	96	-3
Clc1nc(Cl)nc(N(c2ccccc2)c2ccccc2)n1	-8	1	3	8	1	1.1	101	0.034	99	-2
Cc1cc(C)c(NC(=O)CCCN2CCN(C)CC2)c(C)c1	-20	-3	16	19	1	0.92	95	nt	102	-4
c1ccc(CN2CCN(c3nc(-c4ccccc4)nc(-n4ccnc4)n3)CC2)cc1	24	-8	30	-24	1	0.57	75	-0.65	108	-4
COc1ccc(-c2cc(-c3ccc(N)cc3)nc(N)c2C#N)cc1OC	-23	3	5	23	1	0.42	99	2.5	96	-4
O=C(NCc1nnc(SCC(=O)N2CCCCCC2)o1)c1ccco1	-5	-4	-3	5	1.1	1	101	1.3	104	-6
COc1ccc(/C=C/C(=O)NCCNC(=O)c2ccccc2)cc1OC	2	4	5	-2	1.1	1.2	101	1.4	94	-8
CCCNC1=C(C)C(=O)CC1	-6	-8	8	6	1.1	1.1	100	-0.27	107	-10
CCCSc1nc(-c2ccccc2)cc(C(F)(F)F)c1C#N	7	4	17	-7	1	1.2	95	nt	96	-2
Cc1ccccc1Nc1nc(N)nc(CSc2nnnn2C)n1	-36	-9	-7	36	1	1.3	113	0.83	107	-4
NC(=S)N/N=C\c1ccccc1OCc1ccccc1	-30	-18	0	29	1	1.3	100	-0.81	116	-4
O=C(O)c1cn(Cc2ccccc2)c2ccccc2c1=O	-9	-11	7	9	1	1.2	98	-0.0086	110	-5
CCOC(=O)Cn1nc(-c2ccc(C)cc2)ccc1=O	9	-11	-3	-9	1	1.5	105	nt	110	3
CCOc1ccc2oc(C(=O)OCC(=O)NC(=O)NC3CCCC3)c(C)c2c1	1	0	-3	-1	1.1	1.1	106	0.0032	100	-6
CC(=O)SCCC(=O)Nc1ccccc1	-2	0	2	2	1	1.2	101	nt	100	-1

Reprinted from the entries so far (two entries):
SMILES	APP transl inh	STAT1 blocker	STAT3 blocker	APP 5'UTR act	FLuc stim CS	NF-kB expr up	STAT3 act	ROMK primary	STAT1 act	FLuc inh counter
CCOc1ccc2oc(C(=O)OCC(=O)NC(=O)NC3CCCC3)c(C)c2c1	1	0	-3	-1	1.1	1.1	106	0.0032	100	-6
CC(=O)SCCC(=O)Nc1ccccc1	-2	0	2	2	1	1.2	101	nt	100	-1

More entries follow.
SMILES	APP transl inh	STAT1 blocker	STAT3 blocker	APP 5'UTR act	FLuc stim CS	NF-kB expr up	STAT3 act	ROMK primary	STAT1 act	FLuc inh counter
O=C(CN1C(=O)c2ccccc2C1=O)N1CCN(c2ccccn2)CC1	-9	-1	0	9	1.1	1.3	102	-0.15	102	-7
Cc1sc2ncnc(NC(C)C(=O)O)c2c1C (configuration not stated)	-6	0	5	6	1.1	1.1	101	1	100	-7
COc1cc(OC)cc(C(=O)N[C@H](C(=O)Nc2nc(-c3cc(OC)ccc3OC)cs2)C(C)C)c1	-6	1	8	6	1	0.78	98	-0.22	99	-5
COc1ccc(NS(=O)(=O)c2cccc3cccnc23)cc1	-4	4	5	4	1	0.83	98	nt	97	1
CC(C)c1cc(C(N)=O)c(NC(=O)C2CCC2)s1	-10	2	2	10	1	0.88	101	-0.01	98	-3
Cc1cccc2nc(COc3ccc(-c4ccccc4)cc3)cn12	-39	-70	20	39	0.8	2.3	88	0.11	163*	18
COC(=O)c1ccc(NC(=O)c2cc(-c3ccccn3)nc3ccccc23)cc1	8	1	1	-7	1.1	1.1	103	0.53	96	-6
CCOc1cc(NC(=O)c2ccco2)c(OCC)cc1NC(=O)Cc1ccc(OC)c(OC)c1	-2	18	22	2	1.1	1.1	88	0.86	84	-10
O=C(Cc1ccc(Br)cc1)Nc1ccccc1Cl	5	23	19	-5	1	1.3	87	-0.17	80	-4
O=[N+]([O-])c1ccccc1/C=C\C=N\N1CCN(c2ccccc2)CC1	24	2	16	-24	1	1.3	91	-0.28	100	-1
COC(=O)Cc1cc(=O)[nH]c(/N=C(\N)Nc2ccc(C(C)C)cc2)n1	-12	8	18	12	1	0.85	86	-0.13	91	3
CN(C(=O)N1CCN(c2ccccn2)CC1)c1ccccc1	-14	4	-4	14	1.1	1.1	107	nt	96	-9
CCCCn1c(SCC(=O)O)nc2ccccc21	17	1	17	-17	1	1.1	88	nt	99	1
Cc1noc(C)c1COc1ccc(C(=O)OCC(=O)NC23CC4CC(CC(C4)C2)C3)cc1	2	0	8	-2	1	1.2	99	-0.26	100	-3
Nc1nn(S(=O)(=O)c2cccc3nsnc23)cc1-c1ccc(Br)cc1	-31	-4	-7	31	1.1	0.82	110	nt	104	-11
Fc1ccc(COc2ccccc2CNCc2ccncc2)cc1	4	1	-2	-4	1.1	0.83	103	nt	99	-9
O=c1c2c(nc3cc(-c4ccc(F)cc4)[nH]n13)CCC2	-99	-60	-6	99	0.5	1	105	-0.28	152*	51*
CC1CN(c2ncnc3c2cnn3-c2ccc(Cl)cc2)CC(C)O1 (configuration not stated)	-47	-52	18	47	0.8	1.5	92	nt	147*	16
Cc1cc(NC(=O)CCC(=O)N(CC2CCCO2)C(C(=O)NC2CCCC2)c2ccccc2C)no1 (configuration not stated)	-2	4	6	2	nt	nt	98	nt	96	nt
COc1ccccc1-c1nc(-c2ccccc2)nc(N2CCN(C)CC2)c1C#N	2	1	6	-2	1	0.71	99	0.33	97	-1

Part of the list above, limited to STAT3 blocker, APP transl inh and ROMK primary.
mol	STAT3 blocker	APP transl inh	ROMK primary
CC(C)c1cc(C(N)=O)c(NC(=O)C2CCC2)s1	2	-10	-0.01
Cc1cccc2nc(COc3ccc(-c4ccccc4)cc3)cn12	20	-39	0.11
COC(=O)c1ccc(NC(=O)c2cc(-c3ccccn3)nc3ccccc23)cc1	1	8	0.53

The list continues:
SMILES	APP transl inh	STAT1 blocker	STAT3 blocker	APP 5'UTR act	FLuc stim CS	NF-kB expr up	STAT3 act	ROMK primary	STAT1 act	FLuc inh counter
COc1ccc(NC(=O)c2ccccc2NC(=O)COc2ccccc2)cc1	-9	1	-10	9	1.1	1.2	114	2.1	99	-5
CCOc1ccc(NC(c2ccccn2)c2oc(CO)cc(=O)c2O)cc1 (configuration not stated)	-6	-24	-7	6	0.9	2.2	108	-0.51	121	7
C=CCSc1nc2ccccc2n1C(=O)/C=C/c1ccc(OC)c(OC)c1	8	7	-5	-8	1	0.99	109	nt	93	1
COc1ccc(OC)c(N2C(=O)CC(Cc3ccc(Cl)cc3)C2=O)c1 (configuration not stated)	-26	6	4	26	1.1	2	99	nt	94	-7
CC1(C)Cc2ccccc2-c2nnc(-c3cccc(O)c3)n21	0	0	7	0	1	0.9	96	nt	100	-4
CN(C)CCNC(=O)/C(=N\O)c1ccccn1	2	-7	11	-2	1	nt	95	-0.014	107	-3
Cc1occc1-c1nnc(SCC(N)=O)n1Cc1ccccc1	19	10	-11	-19	1	1	107	0.5	91	-4
O=C(CCNC(=O)c1ccco1)Nc1ccc(N2CCOCC2)cc1	-14	-8	1	14	1	1.4	101	0.046	107	-2
CCCCN(CCCNC(=O)C1CCN(S(=O)(=O)CC)CC1)c1ccccc1	-15	-2	1	15	1	1.1	103	nt	102	-1
COc1ccc(NC(=O)CC(NCCc2ccccc2)C(=O)O)c(OC)c1 (configuration not stated)	-8	10	6	8	1.1	1.1	99	0.38	91	-9
C=CCn1c(CCc2cc(C(C)(C)C)c(O)c(C(C)(C)C)c2)n[nH]c1=S	-23	13	4	23	1	1.3	104	-0.81	88	-5
O=C(N/N=C/c1ccc(N2CCOCC2)cc1)C1CC1	-3	-5	11	3	1	0.93	95	1.3	101	-2
O=C(O)CCN1C(=O)c2ccc(Oc3ccc4c(c3)C(=O)N(CCC(=O)O)C4=O)cc2C1=O	13	9	7	-13	1	1.2	93	-0.26	91	-1
CC(=O)Nc1c(O)nc(SCC(=O)Nc2c(C)cccc2C)[nH]c1=O	-14	2	-5	14	1	1.2	111	-0.34	98	-1
CCc1ccc(/C=N/NC(=O)C(=O)NCCCN2CCOCC2)cc1	2	11	6	-2	1.1	1.1	93	-0.023	90	-6
Cc1ccc(NC(=O)CS(=O)CC(=O)Nc2cccc(C)c2C)cc1F (configuration not stated)	-1	-4	-1	1	1	0.93	103	-0.68	103	-4
CSc1ccccc1NC(=O)CN(c1ccccc1Br)S(C)(=O)=O	-5	-6	-2	5	1.1	1.1	104	-0.98	105	-7
CCC(=O)N1CCN(c2ccc(NC(=O)c3ccc4c(c3)OCCO4)cc2)CC1	-25	-26	-3	25	1	nt	108	nt	122	1
Cc1ccc(CN(C#N)c2nc(C)cc(C)n2)cc1	-9	5	9	9	1	1.1	96	nt	96	-3
O=C(Nc1ccc(Cl)cc1Cl)c1ccc(-c2ccccc2)cc1	-24	7	16	24	1	1.4	85	0.036	94	-4
CC(C)(C)C1=Nn2c(nnc2-c2ccccn2)SC1	-13	-1	-7	13	1	1.2	108	-1.3	101	-4
N#Cc1ccc(C(=O)Nc2cccc3ncccc23)c(F)c1	11	11	6	-11	0.9	1	94	0.077	92	6
O=C(Nc1ccccc1)NC1(C(=O)NCc2cccs2)CCCCC1	-7	2	8	7	1	0.89	96	nt	98	-3
CCOc1ccc(Oc2c(/C=N/NC(N)=O)c(C)nn2-c2ccccc2)cc1	-1	2	13	1	1	0.58	86	nt	98	-4
COCCCNc1nc2c(-c3ccc(Cl)cc3)nnn2c2ccccc12	-4	1	-9	4	1.1	1.1	108	0.59	99	-14
CCOC(=O)N1CCN(C(=O)C2c3cc(OC)c(OC)cc3C(=O)N3CCc4ccccc4C23)CC1 (configuration not stated)	-6	7	4	6	1	0.4	100	nt	94	-2
Cc1ccc(-n2c(C)cc(C3N=C(N)Nc4nc5ccccc5n43)c2C)c(C)c1 (configuration not stated)	-4	4	-6	4	1	1.1	108	nt	97	-4
O=C(NCCN1CCOCC1)C(=O)NCC1OCCN1C(=O)c1ccc(Cl)cc1 (configuration not stated)	-11	8	0	11	1.1	1.7	100	-0.023	93	-12
COc1ccccc1CC(=O)Nc1ccc(O)cc1C(=O)O	-11	-2	6	11	1	0.93	97	nt	99	-4
